Casp6 inh: caspase-6 (human) enzyme inhibition. 350,000 tested, 0.53% active. P55212. inhibition, % at 12.5 µM. purified caspase-6, Z-VEID-R110 cleavage fluorescence. AID 686996;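 active = mean inhibition across replicates at least about 35%, with every replicate also reaching that limit, limit read from the data; inconclusive = only one of the two criteria met; inactive = neither criterion met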;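 note: 0% = median of neutral control wells and 100% = no fluorescence left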
Target sequence (P55212 24-179 limits assumed): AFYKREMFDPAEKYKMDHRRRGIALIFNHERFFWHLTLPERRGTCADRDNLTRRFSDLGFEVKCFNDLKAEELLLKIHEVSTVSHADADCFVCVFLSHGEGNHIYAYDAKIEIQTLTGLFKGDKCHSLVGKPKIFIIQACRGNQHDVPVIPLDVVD
Target sequence (P55212 194-293 limits assumed): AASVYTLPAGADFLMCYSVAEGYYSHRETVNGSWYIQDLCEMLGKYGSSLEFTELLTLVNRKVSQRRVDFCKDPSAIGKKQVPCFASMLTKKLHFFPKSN
LGR2 inh: inhibitors of bursicon-induced Drosophila LGR2 receptor cAMP signaling; HEK293 LGR2, CRE-luciferase, bursicon-stimulated, 4 h; inhibition, % at 9.99 µM; 380,000 tested, 0.35% active; AID 720647;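 active = drop in luminescence signal, shown as inhibition above about 50% in the replicate tests, limit read from the data, passing the limit was not always enough; inconclusive = probably only some replicates passing the limit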;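 note: agonist challenge used bursicon conditioned medium at about half maximal strength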
C2C12 statin: suppressors of simvastatin-induced myotoxicity in C2C12 myotubes | ATP luminescence, 48 h; scaled: DMSO 0, geranylgeraniol control 100 | rescue of ATP level, % at 7.49 µM | 330,000 tested, 0.78% active | AID 602340;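 active = mean ATP rescue above about 67%, or every replicate alone reaching that limit, limit read from the data, passing the limit was not always enough; inconclusive = no clear call, values can overlap the other calls; inactive = mean under the limit and some replicate under it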;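 note: myotubes were challenged with 10 µM simvastatin during compound exposure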
esBAF inh: inhibitors of esBAF chromatin remodeling in mouse ES cells; Bmi1-luciferase knock-in reporter, 24 h; 100% = twice the neutral-well signal; reporter increase, % at 12.5 µM; 350,000 tested, 2% active; in the data active = activation above about 40%; inconclusive = no clear call, values can overlap the other calls;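 note: 0% = median of the plate's neutral control wells and 100% = double that signal; a rise in the Bmi1 reporter signal indicates esBAF inhibition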
S100A4 MyoIIA: blocks human S100A4 binding to myosin IIA peptide; P26447; S100A4/TAMRA-MyoIIA peptide fluorescence polarization; inhibition, % at 10.7 µM; 360,000 tested, 0.14% active; AID 652163;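 active = mean inhibition of at least 70% across replicates, with every replicate also reaching that level; inconclusive = mean inhibition reaches 70% but some replicates fall short; inactive = mean inhibition below 70%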
Target sequence (P26447 whole entry, looked up): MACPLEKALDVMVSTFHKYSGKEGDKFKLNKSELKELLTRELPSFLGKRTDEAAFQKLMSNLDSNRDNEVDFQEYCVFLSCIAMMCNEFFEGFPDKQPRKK
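assay system = human S100A4 monomer with TAMRA-labelled myosin IIA peptide | also added = labelled myosin peptide probe, 5 nM | incubation = 5 min between mix addition and reading | control set = DMSO and TFP controls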
SIRT5 inh: blocks human SIRT5 desuccinylation of peptide; Q9NXA8; Purified SirT5, succinyl-peptide AMC, trypsin-coupled fluorescence; inhibition, % at 15 µM; 330,000 tested, 1.1% active; AID 652115; in the data active = inhibition above about 15%; inconclusive = no clear call, values can overlap the other calls
Target sequence (Q9NXA8 whole entry, looked up): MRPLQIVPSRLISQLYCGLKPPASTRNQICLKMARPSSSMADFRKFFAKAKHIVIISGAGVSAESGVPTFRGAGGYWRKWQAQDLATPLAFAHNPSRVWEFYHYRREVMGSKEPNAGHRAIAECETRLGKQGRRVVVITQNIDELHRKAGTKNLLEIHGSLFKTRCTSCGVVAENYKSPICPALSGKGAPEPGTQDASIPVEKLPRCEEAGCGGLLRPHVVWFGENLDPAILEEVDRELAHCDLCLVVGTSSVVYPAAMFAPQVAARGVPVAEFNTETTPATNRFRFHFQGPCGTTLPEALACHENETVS
FN deposition inh: fibronectin deposition inhibition; 350,000 tested, 0.086% active; AH1F fibroblasts, Alexa488-fibronectin deposition fluorescence, overnight; inhibition, % at 12.6 µM;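 active = mean inhibition across replicates of 30% or more, regardless of how many single replicates reach that level; inconclusive = mean under 30% yet at least half of replicates reach 30%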;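 note: positive control wells lacked labelled fibronectin entirely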
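Material: AH1F fibroblast monolayer depositing Alexa488-labelled fibronectin into matrix / Amount: 10000 AH1F cells per well / Signal: fluorescence 485/525 nm / Medium: DMEM, 2% serum / Compound: single dose, pinned / Incubation: 1 h cell adhesion before compound, then overnight fibronectin incubation / Reagent: Alexa488-FN, 24 nM final / Read-out: inhibition of fibronectin deposition signal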
Active calls of the source: *; ? = inconclusive; / = no result given; & = joins results of further samples.

Screens in order – C2C12 statin | FN deposition inh | esBAF inh | Casp6 inh | SIRT5 inh | S100A4 MyoIIA | LGR2 inh
1) CSc1nnc2c3c4c(sc3c(=O)n(-c3ccccc3)n12)CC(C)(C)OC4
  -30.1 | -0.3 | 5.2 | / | / | / | /
2) Cc1ccc(C2(CCNCc3ccco3)CCOC(C(C)C)C2)cc1 (configuration not stated)
  -13.1 | 2.8 | -0.1 | -3.1 | -1.2 | -44.1 | -14.7
3) Cc1ccc(S(=O)(=O)C[C@@H]2OC[C@H](CO)N2S(=O)(=O)c2ccc(C)cc2)cc1
  / | 12.0 | / | -1.1 | / | 26.5 | -15.6
4) O=C(O)c1ccc2c(c1)C1C=CCC1C(c1ccncc1)N2 (configuration not stated)
  -8.4 | -2.8 | -0.9 | 1.7 | -2.3 | -20.0 | 6.9
5) CC(C)(C)C(=O)Oc1ccc2cc(-c3ccc4ccccc4n3)c(=O)oc2c1
  / | 2.8 | / | -0.7 | -6.1 | 3.4 | -28.6
6) CCN(C(=O)Cn1nc(C)c([N+](=O)[O-])c1C)c1c(N)n(Cc2ccccc2)c(=O)[nH]c1=O
  / | -0.5 | / | 8.2 | -2.5 | -5.6 | -16.7
7) COc1ccc(C(=O)CN2C(=O)c3ccccc3S2(=O)=O)cc1
  / | 7.1 | / | -0.6 | -1.6 | -1.2 | 100.6*
8) CCOc1ccc(C(=O)NNC(=O)CNC(=O)c2ccc(C)s2)cc1OC
  2.3 | 3.9 | -1.1 | 5.6 | 1.9 | -6.7 | 12.3
9) C[C@H](O)[C@@H]1C(=O)N2CCc3c([nH]c4c(-c5ccccc5)cccc34)[C@@H]2C[C@@H]1N(C)C(=O)c1ccco1
  / | 7.9 | / | -2.5 | -1.8 | 2.4 | 19.1
10) COCC(=O)N1CCC2(CC1)CN(Cc1cccc(F)c1)[C@@H](CO)c1c2c2ccc(OC)cc2n1C
  / | / | / | -0.5 | 1.7 | 9.5 | 18.1

3 entries from above, ordered by the number in SIRT5 inh, rising.
| entry | molecule | SIRT5 inh |
| --- | --- | --- |
| 6 | CCN(C(=O)Cn1nc(C)c([N+](=O)[O-])c1C)c1c(N)n(Cc2ccccc2)c(=O)[nH]c1=O | -2.5 |
| 4 | O=C(O)c1ccc2c(c1)C1C=CCC1C(c1ccncc1)N2 (configuration not stated) | -2.3 |
| 2 | Cc1ccc(C2(CCNCc3ccco3)CCOC(C(C)C)C2)cc1 (configuration not stated) | -1.2 |

Further results follow:
Screens in order – C2C12 statin | FN deposition inh | esBAF inh | Casp6 inh | SIRT5 inh | S100A4 MyoIIA | LGR2 inh
11) CSc1ccc2c(c1)C(N1CCN(C)CC1)Cc1ccc(F)cc1S2 (configuration not stated)
  -0.5 | 6.9 | -2.7 | -1.7 | -5.2 | 1.1 | 16.0
12) C[C@H](CO)N1C[C@H](C)[C@@H](CN(C)C(=O)Nc2ccc(C(F)(F)F)cc2)Oc2ccc(N(C)C)cc2CC1=O
  -24.8 | -5.9 | 1.5 | -2.0 | 5.8 | 8.0 | 13.5
13) CN1CCN(c2nc(-c3ccccc3O)nc3ccccc23)CC1
  / | -2.2 | / | 1.2 | -1.3 | 7.1 | 3.2
14) O=C(CN(C1CCCCC1)S(=O)(=O)c1ccc(Cl)cc1)NCc1cccnc1
  8.7 | -12.7 | 2.4 | / | / | / | /
15) Cc1noc(C)c1S(=O)(=O)Nc1ccc2c(c1)C(=O)N([C@@H](C)CO)C[C@H](C)[C@H](CN(C)S(=O)(=O)c1cn(C)cn1)OCCCC[C@@H](C)O2
  / | 3.1 | 5.7 | 0.1 | -1.7 | -7.5 | -7.2
16) CCOC(=O)c1c(C)n(C)c2ccc(OCC(O)CN3CCN(C)CC3)cc12 (configuration not stated)
  -5.7 | -2.0 | 4.8 | -41.1 | / | 6.3 | -8.5
17) C[C@@H]1CN([C@H](C)CO)C(=O)Cc2cc(NC(=O)Nc3ccccc3)ccc2O[C@@H]1CN(C)CC1CCCCC1
  -14.5 | 15.4 | 2.2 | 0.2 | 5.3 | -2.3 | -10.7
18) C#CCOc1c(Cl)cc(/C=N/NC(N)=S)cc1OCC
  / | 7.2 | / | 3.1 | / | -3.4 | 11.8
19) Cc1ccc(C)c2[nH]c(=O)c(CN(CC3CCCO3)C(=S)NCc3ccco3)cc12 (configuration not stated)
  -8.7 | 0.6 | -4.3 | 5.1 | -3.3 | -6.6 | 5.9
20) COc1cccc(NC(=O)N[C@@H]2CC[C@H](CC(=O)N3CCOCC3)O[C@H]2CO)c1
  2.6 | / | 0.4 | 1.2 | 0.2 | 1.2 | -11.7
21) Cc1ccc(S(=O)(=O)C(C)C(=O)c2ccc3c(c2)OCCO3)cc1 (configuration not stated)
  8.8 | -4.8 | 11.4 | / | / | / | /
22) Cc1ccc(SCCNC(=S)Nc2ccccc2)cc1
  -12.2 | / | 3.8 | / | / | / | 20.5
23) O=C(CCCOc1ccccc1)Nc1cccc([N+](=O)[O-])c1
  -4.1 | -9.1 | 2.2 | 3.3 | -2.2 | -5.3 | -16.3
24) CCOc1ccc(Nc2nc3ccccc3c(=O)s2)cc1
  3.5 | -7.4 | -8.9 | 1.3 | -2.3 | 20.2 | 13.3
25) CC1CN(C(=O)COc2ccc3c(-c4ccccc4)cc(=O)oc3c2)CC(C)O1 (configuration not stated)
  8.6 | 3.5 | 6.3 | 0.9 | -0.4 | -1.6 | 5.0
26) CC(=O)Nc1ccc(NC(=O)CCCc2c[nH]c3ccccc23)cc1
  -13.1 | 5.0 | -7.4 | -1.1 | -8.1 | -7.6 | 24.4
27) CC=Cc1ccc2n(c1=O)C[C@H]1[C@H](CO)[C@@H](C(=O)NCC3CC3)N(Cc3ccncc3)[C@@H]21 (mixture of isomers)
  -16.1 | / | -2.9 | 1.3 | 2.7 | 0.9 | 3.3
28) CC1CCc2c(sc(/N=C/c3ccco3)c2C(N)=O)C1 (configuration not stated)
  / | -11.8 | / | 2.4 | -3.5 | -0.5 | -28.9
29) CCOc1cc(/C=N/NC(=O)COc2ccccc2C)ccc1OC(=O)c1cccs1
  -5.3 | -4.2 | -3.1 | / | / | / | /
30) C[C@H](CO)N1C[C@H](C)[C@H](CN(C)S(C)(=O)=O)Oc2cc(C#Cc3ccc(F)cc3)ccc2S1(=O)=O
  17.3 | -8.0 | 2.5 | 1.7 | 7.9 | 10.4 | -15.2
31) O=[N+]([O-])c1ccc(Cl)cc1Sc1ccccn1
  2.0 | -0.2 | -4.1 | / | / | / | 4.8
32) CCC(C)(C)c1ccc(Oc2cccc(C(=O)O)c2)cc1
  2.1 | -9.4 | ? | 2.6 | 1.9 | -1.9 | -34.1
33) COC(=O)c1cn(C)c2ccc(S(=O)(=O)N3CCOCC3)cc2c1=O
  / | 2.3 | / | 2.0 | 0.4 | -3.9 | 11.9
34) COCC(=O)N(C)C[C@H]1Oc2ncc(-c3ccccc3OC)cc2C(=O)N([C@@H](C)CO)C[C@H]1C
  / | -1.6 | / | 2.6 | 4.0 | 1.3 | -8.0
35) COc1ccc(OCc2nc(C#N)c(N3CCN(c4ccc(OC)cc4)CC3)o2)cc1
  ? | -5.3 | 6.3 | -1.6 | 1.2 | -1.4 | /
36) Cc1ccc(OCC(=O)Nc2ccc(NC(=O)c3ccco3)cc2)c(C)c1
  -4.0 | -0.1 | 9.7 | 0.1 | -2.7 | 9.3 | -11.0
37) Cc1nc(NC(=O)c2ccccc2)sc1-c1cc(C(=O)NCCO)nn1Cc1ccccc1
  / | 11.7 | / | -2.0 | -4.2 | 0.8 | 2.0
38) COc1ccc(OC)c(C2=NO[C@@H]3C(=O)N(c4cc(Cl)ccc4OC)C(=O)[C@H]23)c1
  -4.7 | 0.0 | 2.6 | / | / | / | /
39) CC(=O)c1cccc(NC(=O)C(C)OC(=O)c2cc(C)oc2C)c1 (configuration not stated)
  -11.1 | 0.6 | / | 2.4 | 0.9 | 10.9 | -2.5
40) C=CCN(C(=O)CCc1ccccc1OC)c1nc(-c2ccc(S(C)(=O)=O)cc2)cs1
  -27.7 | -0.7 | 5.7 | / | 0.6 | -17.7 | -3.6
41) CC(C)NS(=O)(=O)c1ccc(NC(=O)C(C)OC(=O)CCC2CCCC2)cc1 (configuration not stated)
  -1.5 | -5.8 | -4.2 | 2.0 | 0.3 | 0.0 | -3.5
42) O=C(C1CCOCC1)N1CC(=O)N2[C@H](CO)[C@@H](c3ccc(-c4cccnc4)cc3)[C@H]2C1
  / | 3.8 | / | 1.7 | -1.5 | 7.2 | -12.6
43) C[C@H]1CN([C@@H](C)CO)C(=O)c2cc(Br)cnc2O[C@H]1CN(C)C(=O)c1cnccn1
  2.3&-2.4 | 4.5&-2.9 | -3.1&-6.5 | 3.7&4.0 | -3.6&0.7 | -1.1&-39.6 | 4.7&8.7
44) C[C@H](CO)N1C[C@H](C)[C@@H](CN(C)C(=O)Nc2ccc(C(F)(F)F)cc2)Oc2c(NC(=O)Cc3ccccc3)cccc2C1=O
  7.2 | 17.0 | 1.5 | 1.5 | 2.5 | 5.0 | -15.5
45) Cc1ccc(C(=O)N2CCN(c3ncnc4c(C)csc34)CC2)cc1
  5.2 | -0.2 | -6.5 | 1.0 | / | -4.1 | -0.4
46) COc1ccc(-n2c(=O)cc(N3CCN(Cc4ccccc4)CC3)[nH]c2=O)cc1
  3.4 | / | 6.6 | 0.2 | 1.3 | -5.5 | -0.9
47) O=C(NCCCN1CCOCC1)c1ccc2c(=O)n(-c3ccc(F)c(Cl)c3)c(=S)[nH]c2c1
  -1.7 | -0.1 | -3.9 | 1.5 | -2.6 | -11.2 | -5.2
48) C[C@@H]1CN([C@H](C)CO)S(=O)(=O)c2ccc(C#CC3CC3)cc2O[C@@H]1CN(C)C
  15.9 | / | -0.8 | 1.0 | -0.5 | -0.2 | 0.0
49) Cc1cccc(NC(=O)CSCC(=O)Nc2cc(Cl)ccc2N2CCN(C)CC2)c1
  -4.3 | 1.7 | -12.8 | 1.1 | -1.8 | -5.5 | 6.3
50) CCn1c(SCc2nc3ccccc3c(=O)[nH]2)nc2ccccc21
  / | / | / | / | -11.4 | -1.4 | -9.6
51) N#CCC(=O)Nc1ccc(C(=O)OCC(=O)NNC(=O)c2ccc(Cl)cc2)cc1
  24.4 | -12.3 | 7.5 | -0.6 | -2.8 | -0.4 | 9.7
52) COc1cc(S(=O)(=O)NC2CC(C)(C)NC(C)(C)C2)c(OC)cc1Cl
  6.8 | 5.0 | -5.2 | 3.8 | -1.6 | 11.3 | 17.9
53) Cc1ccccc1NC(=O)COC(=O)C1(C)CC1(Cl)Cl (configuration not stated)
  / | / | / | -1.5 | -0.8 | 2.7 | 1.1
54) Cn1c(N)c(C(=O)COC(=O)c2cc(S(=O)(=O)NCc3ccccc3)ccc2O)c(=O)n(C)c1=O
  -1.5 | -3.2 | -1.6 | 5.9 | -4.5 | 2.0 | -3.6
55) CO[C@@H]1CN(C)C(=O)c2cc(NS(=O)(=O)c3ccc(Cl)cc3)ccc2OC[C@@H](C)N(C)C[C@@H]1C
  -12.0 | 10.9 | 2.2 | / | -1.0 | 7.0 | -14.4
56) Cc1ccc(S(=O)(=O)Nc2ccccc2C=Nc2cccc(C)c2C)cc1
  / | -3.2 | / | 3.0 | / | -1.3 | 5.8
57) CS(=O)(=O)N1CC(=O)N2[C@@H](CO)[C@@H](c3ccc(C#CC4CCCC4)cc3)[C@@H]2C1
  / | / | / | 0.1 | -8.3 | 8.3 | 0.6
58) CN1CC(=O)Nc2ccc(Br)cc2C1=O
  -13.3 | 3.3 | -1.8 | -0.7 | -4.1 | -3.9 | -16.0
59) Cc1nc2nc(SCC(=O)NCCCN3CCCCC3)nn2c(C)c1Cc1ccccc1
  -7.6 | 1.9 | 0.4 | -28.9 | -1.5 | -9.4 | 23.6
60) Cc1noc(C)c1COc1ccc(CC(=O)NCCc2ccccn2)cc1
  1.0 | -3.0 | -4.4 | -0.3 | -2.4 | -4.0 | 6.3

Not all compounds are listed, so the mix of outcomes need not match the whole.
